DSG3 Ab inh: blocks pemphigus antibody binding to human desmoglein-3; P32926; DSG3-coupled beads, scFv-anti-DSG3-GFP binding, flow cytometry; active compounds read low; binding (percent of control), % at 10 µM; 310,000 compounds, 0.48% hits;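 active = binding more than 3 SD below its plate's average and above zero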;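 also: hits lower antibody fragment binding to DSG3; some compounds called inactive have numbers as strong as hits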
MITF act: activators of MITF-driven TRPM1 promoter activity in SK-MEL-5 cells; SK-MEL-5 TRPM1-promoter luciferase, 24 h; % of positive control, neutral wells = 0; 300,000 compounds, 0.75% hits; AID 588334; activation, % at 12.5 µM;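 active = mean activation of at least 80% with every replicate also reaching 80%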;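 also: 0% = neutral control wells and 100% = parthenolide positive control wells; values of inactives mirror those of a sister screen read the other way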
NSD2 HMT inh: blocks human histone methyltransferase NSD2. O96028. NSD2 peptide methylation, AlphaScreen, 120 min. inhibition, % at 12.5 µM. 310,000 compounds, 0.54% hits. AID 743445; in the data active = inhibition above about 50%
Arrestin-AP2 inh: blocks beta-arrestin peptide binding to AP2 adaptin | AID 504490 | 340,000 compounds, 0.31% hits | FITC-arrestin peptide / GST-AP2 beads, flow cytometry; AP2 beta2 appendage carries R879A mutation | inhibition, % at 10 µM;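 active = inhibition above a set limit, near 3 SD of compounds lacking own fluorescence, cut at about 54% in these data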;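 also: plate controls were DMSO wells for no effect and 5 µM unlabelled arrestin peptide for full effect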
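Material – AP2 appendage R879A on GSH beads · Buffer or medium – PBS with 0.05% Tween 20 and 0.1% BSA · Probe or stimulus – fluorescein-tagged arrestin peptide at 50 nM final · Incubation – compound with beads 12 min RT, then probe 1 h RT · Detection – high-throughput flow cytometry of beads, ex 488, em 535 nm · Evaluation – percent response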
dFosB act: activators of mouse delta FosB homodimer | P13346 | purified delta FosB, TAMRA-CDK5 oligo fluorescence polarization; percent of positive-control signal above neutral wells | activation, % at 25 µM | 340,000 compounds, 0.99% hits | AID 493131;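 active = mean activation above about 17%, with every replicate also reaching it, limit read from the data, passing the limit was not always enough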;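 also: fluorescence polarization rise as delta FosB binds a TAMRA Cdk5 AP-1 oligo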
CDK5 p35 inh: CDK5/p35 (human) kinase inhibition; Q00535+Q15078; inhibition, % at 10 µM; Recombinant CDK5/p35, ADP-Glo luminescence, 60 min; 330,000 compounds, 0.01% hits; AID 488839;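 active = highest replicate inhibition of at least 50% and at least 75% of replicates reaching 50%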;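 also: plate controls were DMSO neutral control for no effect and GW8510 at 10 µM for full effect; many of its hits are not listed in these tables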
SUMO Mot1 rescue: inhibitors of SUMOylation pathway: yeast Mot1-301 growth rescue; S. cerevisiae Mot1-301 growth rescue, ATP luminescence, 38.5C; percent above DMSO median, 100 means doubled; growth rescue, % at 18.8 µM; AID 2716; 320,000 compounds, 1% hits;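 active = every valid replicate shows activation above 250% relative to neutral control wells; inactive = the rest, any valid replicate at or below 250%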;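 also: OY570 slx delta 5 strain wells were the positive control but not used for scaling; some compounds called inactive have numbers as strong as hits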
SR-BI HDL uptake: inhibitors of mouse SR-BI mediated HDL lipid uptake; AID 488896; inhibition, % at 12.5 µM; ldlA[mSR-BI] CHO cells, DiI-HDL uptake fluorescence, 3 h; Q61009; 320,000 compounds, 0.96% hits;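 active = mean replicate inhibition of at least 70% and a set share of replicates each scoring 70 or more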;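 also: 0% = median of neutral control wells and 100% = median of positive control wells; values of inactives mirror those of a sister screen read the other way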
Target sequence (Q61009 whole entry, looked up): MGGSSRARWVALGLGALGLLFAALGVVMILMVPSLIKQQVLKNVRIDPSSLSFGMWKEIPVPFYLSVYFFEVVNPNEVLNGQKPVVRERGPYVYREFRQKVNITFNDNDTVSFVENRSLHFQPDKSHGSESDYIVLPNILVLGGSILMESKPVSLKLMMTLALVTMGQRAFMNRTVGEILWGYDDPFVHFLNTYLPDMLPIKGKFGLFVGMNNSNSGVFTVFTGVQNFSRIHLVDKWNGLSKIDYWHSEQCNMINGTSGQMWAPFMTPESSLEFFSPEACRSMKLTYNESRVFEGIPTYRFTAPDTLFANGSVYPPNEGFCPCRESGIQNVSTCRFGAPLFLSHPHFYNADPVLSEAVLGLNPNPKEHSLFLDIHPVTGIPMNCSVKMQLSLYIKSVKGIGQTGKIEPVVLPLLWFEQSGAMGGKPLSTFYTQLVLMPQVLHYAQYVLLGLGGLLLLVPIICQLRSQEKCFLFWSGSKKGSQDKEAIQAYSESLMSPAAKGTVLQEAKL
PKA-R2B activ: activates the human PKA-R2B holoenzyme complex | activation, % at 11.4 µM | PKA-R2B holoenzyme dissociation, Cy5-IP20 fluorescence polarization; R2B truncated from residue 108, S112A mutant; 0% DMSO only, 100% 113 µM cGMP | P22694+P31323 | 340,000 compounds, 0.079% hits;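 active = activation above a cutoff set at the mean over all compounds plus 3 SD, cut at about 18% in these data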;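 also: higher means more holoenzyme dissociation and a rise in polarization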
Target sequence (P31323 whole entry, looked up, other chains not shown, the tested form may be a part): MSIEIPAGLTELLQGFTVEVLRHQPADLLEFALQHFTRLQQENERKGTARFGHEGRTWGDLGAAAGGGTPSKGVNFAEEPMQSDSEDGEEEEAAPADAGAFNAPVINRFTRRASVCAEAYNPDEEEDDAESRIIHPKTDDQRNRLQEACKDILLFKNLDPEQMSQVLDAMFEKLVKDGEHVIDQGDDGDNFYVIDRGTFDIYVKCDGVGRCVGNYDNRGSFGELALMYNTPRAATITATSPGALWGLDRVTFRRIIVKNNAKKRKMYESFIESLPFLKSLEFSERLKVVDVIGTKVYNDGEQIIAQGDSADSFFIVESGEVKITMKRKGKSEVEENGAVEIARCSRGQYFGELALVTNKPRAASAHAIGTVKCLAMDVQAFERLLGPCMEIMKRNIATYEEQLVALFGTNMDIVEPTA
PKA-R1A act: PKA-R1A complex activation; PKA-R1A dissociation, Cy5-IP20 fluorescence polarization; scaled: DMSO 0%, 113 µM cGMP 100%; 340,000 compounds, 0.083% hits; activation, % at 11.4 µM;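 active = percent activation above the mean of all tested compounds plus 3 SD, cut at about 19% in these data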;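 also: higher means more PKAc released from R1A so a rise in polarization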
SR-BI uptake up: activators of SR-BI mediated HDL lipid uptake | activation, % at 12.5 µM | CHO ldlA[mSR-BI] cells, DiI-HDL uptake fluorescence, 3 h; 100 = double the neutral-control signal | 320,000 compounds, 0.096% hits;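 active = mean replicate activation of at least 60% and every replicate at or above 60%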;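 also: 0% = median plate neutral-control signal and 100% = twice that signal; values of inactives mirror those of a sister screen read the other way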
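Material: SR-BI-overexpressing, LDLR-lacking CHO cells; schedule: compound exposure 3 h, 37 °C; reagent: DiI-labelled HDL at 10 µg/mL final; technique: bottom-read fluorescence, 550/595 nm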
An asterisk follows results filed as active; nt = not tested or not shown.

SMILES | DSG3 Ab inh | MITF act | NSD2 HMT inh | Arrestin-AP2 inh | dFosB act | CDK5 p35 inh | SUMO Mot1 rescue | SR-BI HDL uptake | PKA-R2B activ | PKA-R1A act | SR-BI uptake up
Cc1nn(CC(O)CN2c3ccccc3Sc3ccccc32)c(C)c1Br (centres undefined) | 97 | -2 | 0 | 30 | 1 | -0.7 | -6 | -37 | 5 | -9 | 37
COc1ccc(N(CC(=O)NC(C)(C)C)C(=O)c2ccco2)cc1 | 103 | nt | 2 | 11 | -6 | 0.4 | 1 | -12 | 1 | 8 | 12
CCCCOc1c(Cl)cc(C(=O)N(C)CC(=O)Nc2ccc(N3CCOCC3)cc2)cc1OCC | nt | -14 | 0 | -5 | -6 | 1.2 | 11 | 24 | -11 | 2 | -24
O=C(N/N=C/c1cccnc1)c1cc(-c2ccc(Cl)cc2)nc2ccccc12 | 105 | -11 | 6 | -4 | -21 | 0.7 | 0 | 46 | -4 | 5 | -46
O=C(Nn1cnnc1)c1cc(Cl)cc(Cl)c1 | 114 | 4 | -1 | 27 | -6 | 0.8 | -11 | -19 | -5 | 13 | 19
C=CCNC(=S)N/N=C(\C)c1cccnc1 | 118 | -2 | -6 | -12 | 0 | 2.0 | 3 | -8 | -4 | 0 | 8
c1ccc2c(c1)nnn2-c1ncnc2sccc12 | 98 | 42 | -4 | 16 | -20 | -0.1 | -15 | -6 | -1 | 1 | 6
CS(=O)(=O)N(CC(=O)N1CCCC1)Cc1ccccc1 | 99 | -6 | 0 | 3 | -9 | 0.8 | 9 | -28 | -4 | 5 | 28
Cc1cc(/C=C(\C#N)C(=O)OCC(=O)Nc2ccc(OC(F)F)cc2)c(C)n1CC(C)C | 121 | 7 | -2 | -7 | -5 | -2.4 | 20 | 7 | -8 | 4 | -7
CCCNC(=O)c1ccc(N2CCC3(CC2)CC(c2ccc(Cl)cc2)=NO3)c([N+](=O)[O-])c1 | nt | -10 | nt | 22 | 0 | 0.5 | -5 | 38 | -19 | 6 | -38
COc1cc(CN(CCc2c(C)[nH]c3ccc(C)cc23)C(=S)NC(C)(C)C)cc(OC)c1OC | 101 | nt | nt | 16 | 1 | -1.8 | -3 | 2 | -7 | 7 | -2
O=C(O)c1ccc(S(=O)(=O)N2CCC3(CC2)CC(=O)c2ccccc2O3)cc1 | 96 | 2 | 0 | 50 | -3 | -0.2 | 42 | -5 | 2 | -7 | 5
COc1cc(/C=N\NC(=O)C2CC3C=CC2C3)ccc1O (centres undefined) | 98 | 5 | 0 | 2 | -2 | -2.0 | -3 | 9 | 8 | 1 | -9
COC/C=C/C1=CC2=CC(=O)C(C)(OC(=O)c3cnc4ccccc4n3)C(=O)C2=CN1Cc1ccco1 (centres undefined) | 101 | -2 | nt | 12 | -13 | 0.6 | 441 | -29 | -9 | -7 | 29
Cc1cc(S(=O)(=O)N(Cc2ccccc2)Cc2ccc(N(C)C)cc2)ccc1-n1cnnn1 | 99 | -5 | -1 | 7 | -9 | -0.6 | 10 | 11 | -7 | -7 | -11
COc1ccc(N=Cc2c(O)[nH]c3ccccc23)cc1OC | 101 | nt | 18 | 15 | -5 | 0.6 | 49 | 36 | -14 | -4 | -36
COC(=O)CN(c1nc(C)cc(OC)n1)S(=O)(=O)c1ccccc1 | 96 | 13 | -1 | 24 | 2 | 0.2 | nt | 0 | 1 | 6 | 0
COc1ccc(C(=O)N2CCc3c([nH]c4ccccc34)C2C(F)(F)F)cc1 (centres undefined) | 107 | 11 | 2 | -3 | -7 | -10 | 0 | 51 | -4 | -17 | -51
COC(=O)c1sc2nc(C)cc(-c3ccccc3)c2c1N | 98 | 10 | -19 | -6 | 4 | 0.3 | -10 | 49 | -6 | -15 | -49
CCOP(=O)(c1c(F)c(F)c(F)c(F)c1F)C1(O)CCCCC1 (centres undefined) | 91 | 0 | 1 | 0 | 3 | 0.1 | -13 | 1 | 1 | -7 | -1
CSc1ccc(CN2CCN(C3CCCC3)C(CCO)C2)cc1 (centres undefined) | 118 | 5 | -2 | -2 | -9 | 1.0 | 370 | 4 | 2 | -6 | -4
COCCN(C(=S)Nc1c(C)cccc1C)C(C)c1ccco1 (centres undefined) | 98 | 9 | 2 | -6 | -4 | 0.0 | 5 | nt | -10 | -1 | nt
Cc1ccc(-c2nnc(-n3nc(C)cc3C)c3ccccc23)cc1 | 128 | -4 | -1 | 1 | -10 | 0.7 | -3 | 16 | 2 | -13 | -16
Cc1noc(/C=C/N(C)C)c1S(=O)(=O)N1CCCC(C(=O)NC2CCCCC2)C1 (centres undefined) | 95 | -10 | nt | 11 | 5 | 1.2 | 231 | -30 | -2 | -7 | 30
CCOC(=O)CCSc1nc(-c2ccc3c(c2)OCO3)cc(C(F)(F)F)c1C#N | 92 | -16 | 0 | 22 | 0 | 5.7 | 7 | 31 | -4 | -14 | -31

Brought forward from above: two entries, followed by the next part.
SMILES | DSG3 Ab inh | MITF act | NSD2 HMT inh | Arrestin-AP2 inh | dFosB act | CDK5 p35 inh | SUMO Mot1 rescue | SR-BI HDL uptake | PKA-R2B activ | PKA-R1A act | SR-BI uptake up
Cc1noc(/C=C/N(C)C)c1S(=O)(=O)N1CCCC(C(=O)NC2CCCCC2)C1 (centres undefined) | 95 | -10 | nt | 11 | 5 | 1.2 | 231 | -30 | -2 | -7 | 30
CCOC(=O)CCSc1nc(-c2ccc3c(c2)OCO3)cc(C(F)(F)F)c1C#N | 92 | -16 | 0 | 22 | 0 | 5.7 | 7 | 31 | -4 | -14 | -31
CSCC[C@H](NC(=O)Nc1ccc(S(N)(=O)=O)cc1)C(=O)O | 104 | 3 | 0 | -6 | -10 | -0.9 | -23 | -4 | -7 | -12 | 4
CCOc1ccc(S(=O)(=O)Nc2ccc(C(=O)NCCCN3CCCC3=O)cc2)cc1 | 98 | -1 | 1 | 50 | -2 | 0.5 | 66 | 3 | 4 | -4 | -3
COc1ccc(C(=O)NC2CCCc3ccccc32)cc1 (centres undefined) | 126 | -9 | -3 | -8 | -2 | 0.3 | 3 | nt | -1 | 11 | nt
Oc1c(C(c2ccccc2)N2CCOCC2)ccc2ccccc12 (centres undefined) | 120 | -15 | -1 | 11 | -12 | 2.7 | nt | 10 | -14 | 0 | -10
CCC1CCCCN1C(=O)CSc1nc2ccsc2c(=O)n1Cc1ccccc1 (centres undefined) | 108 | nt | -2 | 6 | 2 | 0.7 | -13 | 9 | -1 | -8 | -9
OCCNc1nc2ccccc2[nH]1 | nt | nt | 3 | 4 | 1 | -2.1 | -4 | -18 | -8 | -8 | 18
O=C(NC1CCc2ccccc21)c1cc(COc2ccc(F)cc2Cl)on1 (centres undefined) | 90 | -6 | 0 | -16 | -12 | 0.0 | 11 | nt | -4 | -5 | nt
O=C(NC1CCCC1)C(c1ccsc1)N(C(=O)Cc1cccs1)c1ccc(F)cc1 (centres undefined) | 102 | 12 | nt | 4 | -7 | 1.6 | 23 | -5 | 0 | 1 | 5
CCOc1cc2c(Cl)ncnc2c(OCC)c1OCC | 88 | 1 | 0 | -2 | -3 | 1.7 | -8 | -7 | -3 | -3 | 7
NNc1nc2ccccc2c(=O)n1Cc1ccccc1 | 100 | 38 | 0 | 18 | -14 | 0.5 | -8 | -15 | -1 | -16 | 15
O=C(c1cccc(Cl)c1)C1CCCN(C(=O)c2ccoc2)C1 (centres undefined) | 101 | 7 | 0 | -13 | 1 | -0.5 | -28 | 4 | 7 | -1 | -4
CCC(=O)NCC(c1cccs1)S(=O)(=O)c1ccc(C)cc1 (centres undefined) | 105 | -2 | 3 | 7 | 0 | -1.2 | -3 | -11 | 0 | -10 | 11
Cc1c(NS(=O)(=O)c2ccc(Cl)c(C(=O)OC(C)C(=O)N3CCOCC3)c2)c(=O)n(-c2ccccc2)n1C (centres undefined) | 101 | -1 | nt | 2 | -6 | 0.5 | 9 | 33 | 1 | 3 | -33
C(=Cc1c[nH]c2ccccc12)c1ccc2ccccc2n1 | 158 | -20 | nt | 4 | 8 | 1.5 | nt | 62 | 6 | -6 | -62
CN(CC(=O)Nc1ccc(Cl)c(C(F)(F)F)c1)C(=O)Cn1cc([N+](=O)[O-])ccc1=O | nt | 6 | 1 | 3 | -11 | -2.9 | 3 | 0 | -1 | -6 | 0
CCOC(=O)NCCc1ccc(OC)cc1 | 95 | 6 | nt | 2 | 8 | 0.8 | 257 | -7 | -2 | -9 | 7
CCOC(=O)c1oc2ccccc2c1NC(=O)Cc1cccs1 | 98 | 0 | 17 | 15 | -1 | -0.2 | -22 | 14 | 0 | 12 | -14
Cc1ccc(NC(=O)CC2Oc3ccc(C)cc3NC2=O)cc1 (centres undefined) | 106 | 5 | nt | 13 | -1 | 3.0 | nt | -6 | 3 | 6 | 6
c1ccc(-c2noc(CN3CCN(C(c4ccccc4)c4ccccc4)CC3)n2)cc1 | 102 | 2 | 1 | 13 | -1 | 0.9 | -8 | -3 | -1 | -2 | 3
O=C(c1ccc2c(c1)N(Cc1ccc(F)cc1)C(=O)CS2)N1CCOCC1 | 97 | 10 | 6 | 23 | 0 | 1.3 | -13 | 4 | 6 | 14 | -4
CCN(CC(=O)Nc1c(F)cccc1F)C(=O)Cc1ccccc1 | 105 | -10 | -3 | -6 | 3 | -0.9 | -13 | -18 | 2 | -1 | 18
Cc1c(Cc2ccccc2)sc(/N=C/c2ccc3ccccc3c2)c1C(N)=O | 121 | -16 | nt | 6 | -6 | -3.8 | -12 | 3 | -9 | -12 | -3
O=C(CCCN1C(=O)C(c2ccccc2)Oc2cccnc21)NCc1ccccc1F (centres undefined) | 105 | -9 | 2 | 3 | -8 | 0.9 | 11 | 6 | -2 | -12 | -6
COc1cc(/C=N/NC(=O)c2cccc(C(=O)N/N=C/c3ccc(O)c(OC)c3)n2)ccc1O | 104 | -4 | -6 | -7 | -3 | 1.0 | 5 | -8 | 9 | -1 | 8
COc1ccc(CNC(=O)C(CC(C)C)NC(=O)c2ccccc2C)cc1 (centres undefined) | 119 | nt | 0 | 4 | -6 | -10 | -3 | nt | 1 | 7 | nt
COc1cc(-c2nnc(COc3ccc4ccccc4c3)o2)cc(OC)c1OC | 100 | 8 | 2 | 1 | -5 | -0.9 | -9 | -16 | 8 | 2 | 16

Screening data from PubChem.
